iPSC survival up: increases survival of single human iPS cells. hiPSC single-cell survival, ATPlite luminescence; 100% = ROCK inhibitor wells, 0% = DMSO. survival enhancement, % at 20 µM. 360,000 compounds, 0.044% hits; in the data active means survival enhancement above about 18%;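 further: cells exposed to compounds for 16 hours before the ATP read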
Shn3 3UTR inh: Schnurri-3 reporter inhibition in Clone20 osteoblasts; Clone20 osteoblast Shn3 3'UTR firefly luciferase, 24 h; inhibition, % at 12.5 µM; 360,000 compounds, 0.52% hits; AID 588674;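 active means mean inhibition of at least 75% with every replicate also reaching 75%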;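 further: 0% = median of neutral control wells and 100% = pilot-screen positive control compound; some compounds past the cut are filed as inactive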
HIF-2a inh: inhibitors of HIF-2a | 786-0 RCC cells HIF-2a reporter, luciferase luminescence, overnight | inhibition, % at 18.8 µM | 360,000 compounds, 0.72% hits;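 active means inhibition of the luminescence signal of 40% or more relative to plate controls, in a single-dose primary screen at 18.75 µM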
KKLEB tox: reduces viability of KKLEB cystic fibrosis airway cells; activity change (cytotoxicity), % at 5 µM; AID 602141; KKLEB CF airway cells viability, ATPlite luminescence, overnight; hits give low values; cells stimulated with P. aeruginosa culture filtrate; 360,000 compounds, 0.36% hits;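 active means corrected activity change at or below -50% at 5 µM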
NR2E3 ag-1: agonists of human NR2E3 nuclear receptor; 360,000 compounds, 0.35% hits; CHO-S Gal4-NCOR/VP16-NR2E3 two-hybrid, luciferase; Q9Y5X4; AID 602229; inhibition of corepressor binding, % at 3.98 µM;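 active means inhibition above the mean of all tested compounds plus 3 SD, cut at about 70% in these data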;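 further: 0% = DMSO with NR2E3 transfected cells and 100% = cells lacking NR2E3 construct; higher means lower luciferase signal from less NR2E3 corepressor binding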
Target sequence (Q9Y5X4 whole entry, looked up, the tested form may be a part): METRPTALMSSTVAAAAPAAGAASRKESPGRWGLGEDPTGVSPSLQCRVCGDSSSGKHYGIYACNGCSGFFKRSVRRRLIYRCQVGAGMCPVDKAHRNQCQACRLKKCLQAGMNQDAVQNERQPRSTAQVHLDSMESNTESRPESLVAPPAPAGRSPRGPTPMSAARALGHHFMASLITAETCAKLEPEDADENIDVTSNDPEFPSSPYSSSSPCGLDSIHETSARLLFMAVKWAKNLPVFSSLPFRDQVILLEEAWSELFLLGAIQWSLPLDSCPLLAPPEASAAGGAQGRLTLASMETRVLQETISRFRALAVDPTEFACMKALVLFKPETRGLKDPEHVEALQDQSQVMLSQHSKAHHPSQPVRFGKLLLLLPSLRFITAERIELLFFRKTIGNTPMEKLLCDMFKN
Peg3 prom inh: reduces Peg3 promoter-driven luciferase expression in HeLa. HeLa PEG-Prom luciferase reporter, luminescence, overnight. inhibition, % at 20 µM. 360,000 compounds, 1.7% hits. AID 588405;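 active means inhibition of at least 50% at 20 µM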
NR2E3 ag-2: NR2E3 (human) agonism | Q9Y5X4 | AID 2300 | 320,000 compounds, 0.12% hits | inhibition of corepressor binding, % at 4.78 µM | GST-NR2E3/biotin-RetCOR TR-FRET, 1536-well;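 active means percent inhibition above the cutoff of mean plus 3 SD of all tested compounds, set per screening campaign, cut at about 20% in these data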;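 further: 0% = DMSO wells and 100% = biotin wells as full block of FRET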
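System: GST-tagged NR2E3 plus biotinylated RetCOR corepressor; Buffer or medium: pH 7.5 Tris-based buffer; Probe or stimulus: RetCOR corepressor, biotinylated, 7 nM; Doses: compound at 4.8 µM, single dose; Schedule: 5 h incubation at 4 °C; Technique: time-resolved FRET; Evaluation: percent inhibition of TR-FRET ratio; Replication: one well per compound, singlicate testing.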
TRPM1 prom inh: MITF TRPM1 promoter inhibition in SK-MEL-5 cells; SK-MEL-5 TRPM1 promoter luciferase, 24 h; inhibition, % at 12.5 µM; 330,000 compounds, 0.83% hits;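 active means mean inhibition across replicates of 60% or more, whatever share of single replicates reaches that level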; further: values of inactives mirror those of a sister screen read the other way
CF NFkB inh: cystic fibrosis NF-kB activation inhibition. KKLEB NF-kB-GFP reporter, PAF-induced, GFP fluorescence overnight. inhibition, % at 5 µM. 360,000 compounds, 0.86% hits. AID 588850;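 active means at least 50% inhibition at 5 µM, scaled per plate between neutral and stimulator controls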;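 further: PAF is a Pseudomonas aeruginosa culture filtrate used as stimulus; plate controls were PAF-stimulated DMSO wells for no effect and unstimulated DMSO wells for full effect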
TRAIL sens C8: caspase-8 TRAIL sensitization. NB7+C8 cells + TRAIL, ATPlite viability luminescence. inhibition (viability loss, TRAIL sensitization), % at 10 µM. 360,000 compounds, 1% hits. AID 624354;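 active means compounds causing at least 50% loss of cell viability in the single-dose screen, relative to plate controls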
EBV LMP1 NFkB: Epstein-Barr LMP1 NF-kappaB reporter inhibition; inhibition, % at 12.5 µM; 350,000 compounds, 0.69% hits; LMP1-induced NF-kappaB luciferase reporter cells, luminescence; in the data active means inhibition above about 41%;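 further: 0% = neutral control wells and 100% = reference inhibitor control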
Active calls of the source: *; . = no result given. These rows are one share of the data; count on the stated rates, not on these rows.

Order of results – HIF-2a inh | EBV LMP1 NFkB | KKLEB tox | Shn3 3UTR inh | iPSC survival up | NR2E3 ag-1 | CF NFkB inh | NR2E3 ag-2 | TRAIL sens C8 | Peg3 prom inh | TRPM1 prom inh
- O=C(CCS(=O)(=O)c1ccccc1)OCc1ccc([N+](=O)[O-])cc1
→ 1.9 | -2.7 | -11.6 | 5.5 | -0.3 | 14.0 | -5.6 | 0.0 | 0.2 | 2.0 | 3.9
- COCc1c(C#N)c(NCc2cc(OC)c(OC)c(OC)c2)nc(C)c1[N+](=O)[O-]
→ 6.7 | 26.9 | -13.4 | 79.9 | -0.4 | 7.3 | -4.6 | 1.8 | -1.6 | 16.6 | 15.3
- CCn1c(N2CCN(S(=O)(=O)CC)CC2)nc2ccccc21
→ 8.6 | 0.6 | 2.7 | 13.0 | 0.0 | -14.4 | -1.9 | 3.4 | -15.6 | 17.0 | 14.2
- CC(=O)Oc1ccc2c(c1)CCC1C2CCC2(C)C(OC(C)=O)CCC12 (centres undefined)
→ -10.2 | -7.4 | -6.2 | 7.1 | 0.8 | -11.5 | 13.1 | . | -11.7 | 19.7 | -0.8
- CCOC(=O)CSc1[nH]c(=O)cc(C)c1C#N
→ 8.6 | -3.5 | -4.6 | 15.6 | 0.9 | -4.0 | 6.7 | 1.7 | -25.0 | 4.2 | -4.5
- Cc1cc(C)n(-c2ccc(C(=O)N3CCN(S(=O)(=O)c4cccc(Br)c4)CC3)cc2)n1
→ 2.2 | 11.9 | -19.0 | 44.7 | 1.1 | 45.7 | -19.9 | . | 0.8 | 3.1 | 10.8
- COc1ccccc1[C@H]1C(c2cccc(Cl)c2)=NN(c2ccccc2)[C@@H]1CO
→ 1.3 | 0.3 | -5.0 | -0.4 | 0.7 | -7.8 | 21.4 | . | 4.1 | 35.4 | 4.3
- Cc1ccc(C(=O)N2CCc3ccccc3C2)cc1S(=O)(=O)N1CCOCC1
→ 2.3 | -1.8 | 3.4 | -3.4 | -0.5 | 6.6 | -7.6 | -0.8 | 10.0 | -9.1 | 8.4
- CCCCN1C(=O)C(CC(=O)NCCc2ccccn2)CC(C(=O)N(CC)CC)=C1C (centres undefined)
→ 11.5 | 0.3 | -1.3 | 4.0 | 9.9 | -0.1 | -0.9 | . | 5.7 | -7.6 | .
- COc1ccc(/C=C2\SC(=S)N(CC3CCCO3)C2=O)cc1 (centres undefined)
→ -46.6 | -13.7 | 5.6 | -11.2 | 0.2 | 4.6 | 0.1 | -2.6 | 2.1 | -189.0 | -3.4
- CC(C)Cn1c(N)c(C(=O)COC(=O)c2cccc(Cl)c2)c(=O)n(C)c1=O
→ 14.7 | -1.3 | 6.1 | 30.0 | -0.1 | -29.9 | -31.0 | -3.3 | 10.6 | 12.4 | 9.5
- CCC(CO)n1cnnc1-c1ccncc1 (centres undefined)
→ 9.1 | 3.0 | 2.9 | -6.8 | 0.9 | 11.0 | 2.1 | 2.0 | -6.3 | 7.8 | 6.9
- Cc1cc(=O)oc2cc(OCC(=O)Nc3c(C)n(C)n(-c4ccccc4)c3=O)c(Cl)cc12
→ 10.6 | -2.6 | 21.1 | -13.7 | 0.8 | -4.2 | -16.2 | . | 0.5 | 0.4 | -7.2
- Cc1cccc(C)c1NC(=S)Nc1c(C)n(C)n(-c2ccccc2)c1=O
→ 14.2 | -2.9 | -3.2 | 3.3 | 2.2 | -10.4 | 8.0 | 4.8 | -6.9 | 15.0 | 10.8
- COc1cc(NC(=O)COc2ccc(-n3cnnn3)cc2)cc(OC)c1OC
→ 6.7 | 0.0 | -2.5 | 39.7 | 4.0 | 1.5 | 5.6 | . | 6.0 | 14.1 | 2.0
- COc1ccc(C2C(C(=O)c3ccccc3)=C(C)Nc3nc4ccccc4n32)c(OC)c1 (centres undefined)
→ -3.2 | -2.7 | -5.8 | 9.7 | 1.4 | -0.7 | 5.3 | 2.2 | 2.1 | 8.1 | .
- CCOC(=O)c1sc(SC)nc1N
→ -28.1 | -6.7 | 7.0 | 15.5 | -0.5 | 4.4 | 5.2 | 1.6 | 7.3 | -44.7 | -12.8
- CC(=O)c1cccc(NC(=O)N2CCCC2C(=O)NC2CCCCC2)c1 (centres undefined)
→ 10.7 | 3.5 | 0.9 | 0.8 | 0.5 | 12.7 | -15.3 | 1.6 | 4.4 | 3.8 | 14.4
- CCOC(=O)c1cc2sc(C)cc2n1CCCN1C(=O)c2ccccc2C1=O
→ 8.2 | 3.7 | -6.7 | 27.7 | 5.6 | -14.4 | 14.6 | 4.6 | -6.3 | 25.8 | 5.5
- COC(=O)c1ccccc1NC(=O)COC(=O)Cc1ccc(S(=O)(=O)N2CCOCC2)s1
→ 5.5 | -1.6 | -9.7 | -0.5 | -0.4 | -14.8 | 7.7 | . | -7.2 | 0.3 | -7.8

Later entries
Order of results – HIF-2a inh | EBV LMP1 NFkB | KKLEB tox | Shn3 3UTR inh | iPSC survival up | NR2E3 ag-1 | CF NFkB inh | NR2E3 ag-2 | TRAIL sens C8 | Peg3 prom inh | TRPM1 prom inh
- CC(C)Cn1c(SCC(=O)N(C)c2c(N)n(Cc3ccccc3)c(=O)[nH]c2=O)nc2ccccc21
→ 6.2 | -0.6 | 3.7 | -0.9 | -0.5 | 16.2 | 7.4 | 1.6 | -15.4 | 4.2 | 14.4
- CCOC(=O)c1ccc2c(c1)N(CC(=O)N1CCCCC1)C(=O)C(C)(C)O2
→ 6.6 | -1.2 | -3.0 | 8.6 | -0.9 | -18.8 | -1.4 | 5.1 | -1.2 | 12.8 | -5.4
- CC(C)c1ccc(/C=N/NC(=O)C2CCCC2)cc1
→ -205.6 | -45.5 | 8.1 | -75.3 | -0.3 | -115.6 | 3.5 | 1.8 | 21.8 | -323.9 | -127.3
- O=C(CSc1nnc(COc2ccc(Cl)cc2)o1)NC1CC2CCC1C2 (centres undefined)
→ -85.3 | 0.0 | -4.1 | 11.5 | 1.2 | -44.0 | 3.2 | 3.4 | 9.3 | -17.6 | -8.5
- CCOC(=O)c1c(NC(=O)C2C3CCC(O3)C2C(=O)O)sc2c1CCCC2 (centres undefined)
→ 3.3 | 1.0 | 6.5 | 11.2 | -3.6 | -11.5 | -5.9 | -13.0 | -7.5 | 10.5 | -6.9
- Cc1cc(O)c(C2=Nc3ccccc3SC(c3ccc(Cl)cc3)C2)c(=O)o1 (centres undefined)
→ -77.8 | 9.8 | -23.8 | -57.0 | -0.3 | -29.3 | 14.5 | -2.4 | 43.0 | -183.6 | 4.1
- CCCCN(C)CCCNC(=O)C1CCC(CNS(=O)(=O)c2c(C)cc(C)cc2C)CC1 (centres undefined)
→ 12.3 | 13.1 | -7.4 | 12.2 | -0.6 | -12.4 | 13.0 | 4.8 | 1.3 | 14.4 | -19.0
- Cc1ccc(NC(=O)CSc2sc3c(O)cc(=O)[nH]c3c2C#N)cc1C
→ 2.2 | -0.6 | -6.1 | -3.3 | -0.7 | -5.5 | -2.4 | -3.4 | 2.0 | 4.7 | 0.8
- O=C(N/N=C/C1=C(N2CCOCC2)C(=C\c2ccccc2)/CC1)Nc1ccccc1
→ 15.5 | -22.3 | 8.0 | 8.3 | 0.0 | -6.7 | -7.3 | -3.6 | 3.0 | 22.2 | 1.9
- CC(C)NC(=O)CCS(=O)(=O)c1cccc2nonc12
→ 6.8 | 2.5 | -7.2 | 4.0 | -2.4 | 8.8 | 23.8 | 1.1 | -10.1 | 0.9 | 2.9
- O=C(Nc1ccc(Cl)cc1C(=O)NCc1cccnc1)c1ccc(Cl)cc1Cl
→ 24.6 | -9.1 | -3.7 | -21.4 | 1.4 | -2.1 | 18.1 | 1.1 | 0.1 | 40.1 | 2.0
- CCOc1ccc2c3c(c(=O)oc2c1OCC)CCCC3
→ -65.9 | -1.9 | -8.0 | -15.6 | -1.4 | -34.4 | 13.9 | 1.4 | 15.8 | -46.3 | -5.7
- COc1ccc(NC(=O)CSc2ccc(NC(C)=O)cc2)cc1S(=O)(=O)N1CCOCC1
→ 6.6 | 1.0 | 5.9 | 5.4 | 0.5 | -21.5 | -7.5 | . | 1.3 | -1.3 | -1.5
- O=C(NCCc1ccccc1)c1ccc2c(c1)N(Cc1ccccc1)C(=O)CS2=O (centres undefined)
→ -56.3 | 2.6 | 5.0 | -0.5 | -0.9 | -42.7 | -31.3 | 2.2 | 4.3 | 6.7 | -3.8
- CC(=O)Nc1nc(SCC(=O)Nc2nnc(C)s2)[nH]c(=O)c1NC(=O)c1cccs1
→ 11.9 | -19.7 | 6.2 | 4.6 | -2.6 | -23.0 | -11.9 | 1.7 | -4.2 | 7.8 | 15.5
- COc1cccc(/C=N/n2nnnc2N)c1O
→ -25.5 | 23.8 | -3.0 | 7.0 | -0.6 | -12.3 | 8.2 | 16.9 | 3.3 | -35.3 | -9.8
- CC1(C)CC(=O)c2cc(C(=O)Nn3cnnc3)c(=O)n(-c3ccccc3)c2C1
→ 9.6 | 6.2 | -2.3 | -34.9 | -0.9 | -7.3 | -4.6 | -1.6 | -29.4 | 12.8 | -12.9
- COC(=O)Cn1c2ccc(Cl)cc2c2nc(C)sc21
→ 17.5 | 6.6 | 3.2 | 1.4 | -0.7 | 2.2 | 1.0 | -0.6 | 4.5 | 10.3 | 4.5
- CCOC(=O)c1cc(-c2ccccc2)nn1CCC#N
→ -12.3 | 1.3 | 1.4 | 0.5 | 0.2 | -20.2 | 0.9 | 3.0 | 3.4 | -17.5 | -7.9
- COc1cc(C(=O)N2CCN(S(=O)(=O)c3ccc(C)cc3)CC2)ccc1OCC(=O)N1CCOCC1
→ 6.0 | 1.2 | -22.2 | 4.7 | -0.5 | -16.9 | -9.4 | . | 9.7 | -4.4 | -3.3
- Cc1c(Cl)cnc(NC(=O)COC(=O)/C=C/c2ccco2)c1Cl
→ 2.1 | -4.7 | 4.8 | 12.0 | 1.1 | -35.1 | -10.4 | . | 5.8 | -12.4 | 5.1
- O=C(CC(CC(=O)c1ccccc1)c1ccncc1)c1ccccc1
→ 7.4 | -0.6 | -5.7 | 10.3 | -2.4 | -13.3 | 3.3 | . | 0.0 | -2.7 | 6.0
- COc1ccc(-c2cc(C(F)(F)F)nc(N3CCOCC3)n2)cc1OC
→ -12.3 | 11.2 | -11.7 | 3.3 | 8.0 | -2.9 | 15.2 | 4.0 | -7.8 | 11.6 | -22.3

Compounds shown so far that contain a nitro group on carbon (two):
Order of results – HIF-2a inh | EBV LMP1 NFkB | KKLEB tox | Shn3 3UTR inh | iPSC survival up | NR2E3 ag-1 | CF NFkB inh | NR2E3 ag-2 | TRAIL sens C8 | Peg3 prom inh | TRPM1 prom inh
- O=C(CCS(=O)(=O)c1ccccc1)OCc1ccc([N+](=O)[O-])cc1
→ 1.9 | -2.7 | -11.6 | 5.5 | -0.3 | 14.0 | -5.6 | 0.0 | 0.2 | 2.0 | 3.9
- COCc1c(C#N)c(NCc2cc(OC)c(OC)c(OC)c2)nc(C)c1[N+](=O)[O-]
→ 6.7 | 26.9 | -13.4 | 79.9 | -0.4 | 7.3 | -4.6 | 1.8 | -1.6 | 16.6 | 15.3
